NPC1 promoter act: activates the NPC1 promoter; Huh7 NPC1 promoter luciferase reporter, 24 h; Potency, µM (doses to about 9.22 µM), for inactives: at the top dose activation, actives largely listed as activators; actives 2.4% (n = 320,000);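 note: potency is the fitted concentration of half-maximal effect; % of control where 0% means no effect; nearly all actives have a fitted effect of over 60% in size; reporter is driven by a mutant NPC1 promoter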
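Luminescence read-out of NPC1 promoter-driven luciferase in stably transfected Huh7 cells; compounds delivered in DMSO and left 24 h at 37C, 5% CO2, qHTS titration format.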
ELG1 genotox: induces genotoxicity in HEK293T cells with luciferase-tagged ELG1. actives 1.3% (n = 330,000). AID 504466. HEK293T ELG1-luciferase reporter, luminescence, 16 h. Potency, µM (doses to about 46 µM), inactives show at the highest dose activity change, positive = activation, hits mostly activators; note: potency is the fitted concentration of half-maximal effect; % of control where 0% means no effect; nearly all actives have a fitted effect of over 60% in size
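Screening used a luciferase reporter fused to human ELG1 in HEK293T cells. Luminescence was read on a CCD plate imager after 16 hr exposure and 30 min ONE-Glo incubation.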
RORgamma inh: ROR gamma (mouse) transcription inhibition; Drosophila S2 Gal4-RORgamma UAS-luciferase reporter, 20 h; Potency, µM (highest dose often 53.6 µM), for inactives: top-dose activity change, negative = inhibition, actives largely listed as inhibitors; actives 5.4% (n = 310,000); note: potency is the fitted concentration of half-maximal effect; % is set by controls: 0 for no effect and ±100 for the full control effect; nearly all actives have a fitted effect of over 60% in size
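Stably transfected Drosophila Schneider cells are the test system, with ROR gamma fused to Gal4 and luciferase under UAS control; luminescence is read after 20 hr of 700 uM copper sulfate induction at ambient temperature.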
Rab9 promoter act: activators of Rab9 promoter; Potency, µM (highest dose often 9.22 µM), without a hit: top-dose activation, negative = inhibition, most hits filed as activators; Huh7 Rab9 promoter-luciferase reporter, luminescence, 24 h; actives 2.8% (n = 320,000); note: potency is the fitted concentration of half-maximal effect; % of control where 0% means no effect; nearly all actives have a fitted effect of over 60% in size
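Huh7 cells stably carrying Rab9 promoter–luciferase reporter, plated 1500 cells/well, compound added after 2 h and incubated 24 h at 37 °C; luciferase luminescence then read after 10 min with detection reagent.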
Gal4-VP16 FLuc: inhibits Gal4-VP16 luciferase reporter, ROR gamma counter-screen; Drosophila S2 Gal4-VP16 UAS-luciferase, luminescence, 20 h; actives 3.5% (n = 310,000); AID 2546; Potency, µM (titrated, usually from 53.6 µM), for the others: top-dose activity, negative = inhibition, most hits filed as inhibitors;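 note: Gal4-VP16 expression switched on by copper sulfate through the metallothionein promoter; potency is the fitted concentration of half-maximal effect; % is set by controls: 0 for no effect and ±100 for the full control effect; nearly all actives have a fitted effect of over 50% in size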
ELG1 DNA repair: inhibitors of ELG1-dependent DNA repair in HEK293T cells | actives 2.3% (n = 330,000) | HEK293T ELG1-luciferase reporter, luminescence, 16 h; DNA damage induced by 5-fluorouridine | Potency, µM (top dose mostly 46.1 µM), without a hit: at the highest dose activity change, negative = inhibition, usual class: inhibitors; note: potency is the fitted concentration of half-maximal effect; % is set by controls: 0 for no effect and ±100 for the full control effect; nearly all actives have a fitted effect of over 55% in size
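Reporter activity after DNA damage by 5-fluorouridine is monitored. Compound-treated cells incubate 16 hr at 37 °C, then ONE-Glo is added for 30 min before luminescence reading.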
Tb PFK inh: inhibitors of T. brucei phosphofructokinase. O15648. T. brucei PFK, ADP-Glo luminescence. Potency, µM (titrated, usually from 57.5 µM), inactives show at the top dose activity, negative = inhibition, usual class: inhibitors. actives 0.17% (n = 330,000). AID 485367;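 note: potency is the fitted concentration of half-maximal effect; 0% = uninhibited 1x PFK enzyme wells and -100% = no-enzyme wells; nearly all actives have a fitted effect of over 60% in size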
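Luminescent ADP detection (ADP-Glo, two-step: ATP depletion then ADP-to-ATP conversion for luciferase) reported PFK activity after 45 min room-temperature reaction of 1.25 nM enzyme with 0.5 mM F6P and 0.1 mM ATP at pH 8.0.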
BRCA1 expr up: activators of BRCA1 expression. MCF7-BRCA1-FFLuc reporter, luminescence, 48 h; response scale: scaled: vehicle 0%, 10 µM genistein 100%. actives 1.1% (n = 380,000). Potency, µM (titrated, usually from 46.1 µM), inactives show top-dose activation, actives largely listed as activators; note: potency is the fitted concentration of half-maximal effect; nearly all actives have a fitted effect of over 80% in size; some results filed as inactive show a strong effect at the top dose
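MCF7-BRCA1-FFLuc cells, 2000/well in phenol-red-free MEM, attached 2 h then treated 48 h at 37 C. Luciferase luminescence read 15 min after reagent; normalized to genistein maximum activation (10microM) and DMSO, concentration-response fitted.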
FLuc modulator: firefly luciferase modulation, counter-screen for miR-21 project; P08659; actives 6.9% (n = 360,000); Potency, µM (titrated, usually from 57.5 µM), for inactives: at the top dose activity change, negative = inhibition, hits mostly inhibitors; purified FLuc, Km substrates, luminescence inhibition;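 note: potency is the fitted concentration of half-maximal effect; plate controls were vehicle for no effect and reference inhibitor for full effect; nearly all actives have a fitted effect of over 55% in size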
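Purified P. pyralis luciferase, 10 nM final, with Km-level 10 uM D-luciferin and 10 uM ATP in 50 mM Tris acetate pH 7.5, 10 mM Mg acetate, 0.01% Tween-20, 0.05% BSA; 6-point qHTS titration about 60 µM downward; luminescence read.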
p53 reactivation: mutant p53 re-activation in reporter cells; H1299 p53-A138V BP100-luciferase reporter, luminescence, 24 h; Potency, µM (titrated, usually from 92.2 µM), for inactives: at the highest dose activity change, positive = activation, actives largely listed as activators; actives 0.063% (n = 320,000); AID 504706; note: potency is the fitted concentration of half-maximal effect; % of control where 0% means no effect; nearly all actives have a fitted effect of over 45% in size
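p53-null H1299 cells stably carrying temperature-sensitive p53-A138V and a BP100-luciferase reporter were pinned with compounds (4-point, 1:5 series) and held 24 hrs at 37 deg C. Luminescence was read 10 min after detection reagent.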
TRPV1 agonist: activates the human vanilloid receptor TRPV1. Q8NER1. TRPV1-expressing cells, Fluo-8 calcium influx, agonist mode. activation, % at 8.33 µM. actives 0.19% (n = 320,000). AID 540275; in the data active = activation above about 80%; inconclusive = between about 30% and that limit; note: 0% is about no effect
Target sequence (Q8NER1 whole entry, looked up): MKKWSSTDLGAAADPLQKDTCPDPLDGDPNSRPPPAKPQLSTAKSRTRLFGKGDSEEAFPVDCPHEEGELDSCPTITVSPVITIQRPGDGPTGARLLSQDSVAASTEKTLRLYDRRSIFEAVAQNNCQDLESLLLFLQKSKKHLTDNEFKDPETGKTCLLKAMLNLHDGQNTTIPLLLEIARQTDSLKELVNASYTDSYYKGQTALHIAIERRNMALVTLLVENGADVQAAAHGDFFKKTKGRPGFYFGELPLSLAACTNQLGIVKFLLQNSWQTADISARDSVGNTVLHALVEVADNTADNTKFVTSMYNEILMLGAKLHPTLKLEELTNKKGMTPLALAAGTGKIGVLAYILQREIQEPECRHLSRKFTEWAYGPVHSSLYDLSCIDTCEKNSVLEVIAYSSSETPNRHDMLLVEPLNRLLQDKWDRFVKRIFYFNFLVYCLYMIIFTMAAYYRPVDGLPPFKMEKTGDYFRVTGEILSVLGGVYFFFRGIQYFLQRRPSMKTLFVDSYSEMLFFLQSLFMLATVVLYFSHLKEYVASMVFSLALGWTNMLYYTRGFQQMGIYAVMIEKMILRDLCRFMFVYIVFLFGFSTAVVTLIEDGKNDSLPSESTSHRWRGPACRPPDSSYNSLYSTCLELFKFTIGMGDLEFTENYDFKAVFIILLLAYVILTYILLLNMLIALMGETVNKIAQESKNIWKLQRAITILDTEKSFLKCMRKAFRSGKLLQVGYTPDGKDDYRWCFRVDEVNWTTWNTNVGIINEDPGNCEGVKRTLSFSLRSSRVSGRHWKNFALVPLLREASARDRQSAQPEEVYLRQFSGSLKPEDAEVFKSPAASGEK
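Cells expressing TRPV1 were dye-loaded with Fluo-8 and read kinetically: 10 s baseline, 3 min after compound (agonist portion), then 2 min after EC20 capsaicin (allosteric enhancer portion). Calcium-bound dye fluorescence at 480/520 nm.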
An asterisk follows results filed as active; ? = inconclusive; · = no result given; & = joins results of further samples; [ ] = remark or other dose. Unless noted, calls come from the whole dose curve; as a rule, active = well fitted curve in the direction sought with a large enough effect; inconclusive = small, poorly fitted or top-dose-only effect, or another doubt; inactive = no such curve, though single readings can be large; an effect the other way counts as inactive or inconclusive. Compounds were not picked by outcome. About 15% of those tested had a hit in this group.

Every second line gives: NPC1 promoter act, ELG1 genotox, RORgamma inh, Rab9 promoter act, Gal4-VP16 FLuc, ELG1 DNA repair, Tb PFK inh, BRCA1 expr up, FLuc modulator, p53 reactivation, TRPV1 agonist
1	CCNc1nc(Sc2ccc(C)cc2)cc(C(F)(F)F)n1
  -4%, 0%, 19%, 6%, 2%, -8%, 0%, -29%, -1%, -4%, 3
2	CC(=O)c1ccc(NC(=O)COC(=O)Cc2ccsc2)cc1
  ·, 2%, ·, ·, ·, 0%, 4%, 10%, ·, 0%, ·
3	O=C(OC1CCOC1=O)c1ccc(S(=O)(=O)N2CCCCCC2)cc1 (centres undefined)
  1%, 15%, 5%, -5%, -1%, 7%, -13%, 6%, -2%, 3%, 13
4	COc1ccc(OCC(O)CN2CCN(c3ncccn3)CC2)cc1 (centres undefined)
  -1%, 3%, 15%, 1%, 6%, 1%, 2%, -17%, 1%, -11%, -2
5	COCCCN1C(=O)/C(=C\c2ccc3c(c2)OCO3)C(C(=O)OC)=C1C
  -4%, -1%, 5%, -1%, -15%, -2%, 2%, -41%, -3%, -1%, ?
6	COc1ccc(C2(C(=O)c3ccccc3)C(=O)c3ccccc3C2=O)cc1
  2µM*, ?, -1%, ?, 5%, ?, -1%, ?, 4.8µM*, 16%, -3
7	COc1cc(C(CCN2CCOCC2)c2c(OC)cc(OC)c3c(C)cc(=O)oc23)cc(OC)c1OC (centres undefined)
  -3%, 9%, 3%&-1%, -3%, -1%&1%, 12%, 10%, 5%, 2%, -2%, 6
8	Cc1ccc(NS(=O)(=O)c2c(C(=O)N3CCCC3)c(C)n(C)c2C)cc1
  -4%, 0%[9.26 µM], -2%, 0%, 0%, 22%, -11%, 20%, 0%, 1%, 4
9	O=C1CCN(S(=O)(=O)c2ccc(Cl)cc2)CCN1
  -1%, 0%, -3%, -8%, 2%, -6%, 2%, 7%, -1%, -1%, 0
10	c1ccc(N2CCN(c3ncnc4sc5c(c34)CCC5)CC2)cc1
  -2%, -6%, 2%, -1%, -2%, 16µM*, -1%, -27%, 0%, -4%, 7
11	Cc1nc2c(cnn2-c2ccccc2)c(=O)[nH]1
  2%, 9%, -2%, 1%, -9%, 18%, 0%, -6%, -1%, 0%, -2
12	COc1cc2c(cc1NC(=O)Cn1cnc3c1c(=O)n(C)c(=O)n3C)oc1ccccc12
  -1%, 7%, 5%, -2%, 0%, -4%, -2%, ·, 1%, 2%, 0
13	Cc1cc(C)n2cc(CSc3nncn3C)nc2n1
  -2%, 3%, 0%, -4%, 3%, 4%, -3%, 2%, -1%, -1%, -1
14	Cc1noc2ncnc(SCc3ccc(C(F)(F)F)cc3)c12
  -4%, -4%, ?, -1%, -7%, -9%, -6%, -19%, -3%, 2%, 13
15	C/C(=N\NC(=O)COc1ccc([N+](=O)[O-])cc1)c1ccco1
  -1%, 0%, ·, -3%, ·, 13%, -9%, -2%, 0%, 13%, -1
16	CC(C)(C)NS(=O)(=O)c1ccc(C(=O)Nc2ccc3c(c2)OCO3)cc1
  7%, 16%, 42%, 5%, 22%, ?, 2%, -7%, ?, 9%, -1
17	COc1ccc(NC(=O)CSc2nnc(CNc3ccc(C)cc3)n2C)cc1
  6%, 1%, -27%, -1%, 2%, 7%, 5%, 0%, -14%, -1%, -4
18	COc1ccc(N(CC(=O)Nc2ccc(Cc3ccncc3)cc2)S(=O)(=O)c2ccccc2)cc1
  -1%, -10%, 37%, 2%, -12%, -30%, 2%, -51%, 2%, 2%, -1
19	Cc1coc2c(C)c3oc(=O)c(CCC(=O)NCc4ccccn4)c(C)c3cc12
  0%, -1%, 22%, -2%, 1%, ?, 1%, -3%, -3%, 3%, ?
20	O=C(Nc1ccc2nc(-c3ccco3)c(-c3ccco3)nc2c1)N1CCN(c2ccccn2)CC1
  1%, -14%, 22%, 1%, -10%, 12µM*, ?, -8%, ?, -3%, -5
21	Clc1ccc(C2=NOC(c3nnc(-c4ccccc4)o3)C2)cc1 (centres undefined)
  -4%, 5%, 17%, -3%, -4%, 18%, 2%, 3%, 3%, 2%, 11
22	COc1ccc(OC(=O)COc2cc(C)ccc2C)cc1
  1%, -9%, 15%, -1%, 21%, 0%, 3%, -25%, -4%, -24%, 6
23	CSC1=N/C(=C\c2c(F)cccc2Cl)C(=O)S1
  0%, -3%, -4%, 8%, 11%, 17%, 1%, ?, -5%, -10%, -5
24	O=C(/C=C1\NC2(CCCC2)Cc2ccccc21)C(=O)N/N=C/c1ccc(O)c(O)c1
  -23%, -15%, -4%, 10%, 0%, 23µM*, 1%, -73%, -20%, -7%, 4
25	CCOC(=O)CCc1c(C)c2ccc(OC3CCCCC3=O)c(C)c2oc1=O (centres undefined)
  ?, 4%, -9%, ?, -20%, ?, 2%, 70%, ?, -2%, 6
26	Cc1oc(-c2ccccc2)cc1C(=O)Nc1cccc2ccccc12
  2%, 2%, -31%, -1%, -20%, ?, -1%, -30%, ?, ?, 0
27	O=C(Nc1ccc(F)cc1)C(c1ccccc1)N1CCN(CC(=O)N2CCCC2)CC1 (centres undefined)
  -4%, 0%, ·, -2%, ·, 0%, 4%, -4%, -13%, 9%, -1
28	Cc1ccc(NCCC#N)cc1C
  -1%, -2%, -10%, -5%, -10%, ?, 1%, 2%, 0%, -4%, 5
29	CCc1ccc(-c2nn(Cc3ccccc3)cc2C(=O)NCC2CCCO2)cc1 (centres undefined)
  3%, 0%, ·, 1%, ·, -5%, 0%, 1%, ·, 16%, ?
30	CC(C)CCn1c(SCC(=O)Nc2ccccc2C(F)(F)F)nc2nccnc2c1=O
  -1%, -1%, 10%, 0%, 0%, 5%, -4%, -12%, 0%, -9%, -3

An excerpt from above in order of length of the SMILES, smallest number first.
Every second line gives: NPC1 promoter act, ELG1 genotox, RORgamma inh, Rab9 promoter act, Gal4-VP16 FLuc, ELG1 DNA repair, Tb PFK inh, BRCA1 expr up, FLuc modulator, p53 reactivation, TRPV1 agonist
28	Cc1ccc(NCCC#N)cc1C
  -1%, -2%, -10%, -5%, -10%, ?, 1%, 2%, 0%, -4%, 5
22	COc1ccc(OC(=O)COc2cc(C)ccc2C)cc1
  1%, -9%, 15%, -1%, 21%, 0%, 3%, -25%, -4%, -24%, 6
23	CSC1=N/C(=C\c2c(F)cccc2Cl)C(=O)S1
  0%, -3%, -4%, 8%, 11%, 17%, 1%, ?, -5%, -10%, -5
26	Cc1oc(-c2ccccc2)cc1C(=O)Nc1cccc2ccccc12
  2%, 2%, -31%, -1%, -20%, ?, -1%, -30%, ?, ?, 0
21	Clc1ccc(C2=NOC(c3nnc(-c4ccccc4)o3)C2)cc1 (centres undefined)
  -4%, 5%, 17%, -3%, -4%, 18%, 2%, 3%, 3%, 2%, 11
30	CC(C)CCn1c(SCC(=O)Nc2ccccc2C(F)(F)F)nc2nccnc2c1=O
  -1%, -1%, 10%, 0%, 0%, 5%, -4%, -12%, 0%, -9%, -3
27	O=C(Nc1ccc(F)cc1)C(c1ccccc1)N1CCN(CC(=O)N2CCCC2)CC1 (centres undefined)
  -4%, 0%, ·, -2%, ·, 0%, 4%, -4%, -13%, 9%, -1

Continued.
Every second line gives: NPC1 promoter act, ELG1 genotox, RORgamma inh, Rab9 promoter act, Gal4-VP16 FLuc, ELG1 DNA repair, Tb PFK inh, BRCA1 expr up, FLuc modulator, p53 reactivation, TRPV1 agonist
31	Cc1cccc(N2CCN(C(=O)Cc3ccc(-n4c(=O)[nH]c5ccsc5c4=O)cc3)CC2)c1C
  0%, -9%, 30%, -1%, 1%, 18µM*, -1%, -41%, -8%, -10%, 0
32	CSc1nc2ccc(NS(=O)(=O)c3ccc4c(c3)OCCO4)cc2s1
  -3%, -13%, ?, -2%, -16%, ?, 1%, -9%, -10%, 2%, 1
33	O=C(CSc1ncnc2c1oc1ccccc12)Nc1nc2ccccc2s1
  -3%, -7%, ?, -3%, ?, -16%, -11%, -39%, 1%, 2%, 2
34	O=C(CCc1nc(-c2ccc(Cl)cc2)no1)NCC1CCCO1 (centres undefined)
  -4%, -8%, 25%, 2%, -7%[10 µM], ?, 4%, -1%, 0%, 12%, -2
35	COc1ccc(N2CCN(S(=O)(=O)c3cccc4cccnc34)CC2)cc1
  -2%, 0%, 31%, 2%, 4%, -7%, 1%, -8%, 1%, -1%, ·
